Screening results deposited in PubChem by National Center for Advancing Translational Sciences (NCATS).
Tau fil binding: binders of human tau filaments; recombinant tau filaments, thioflavin S fluorescence, 15 h; filaments grown with octadecylsulfate alongside compound; Potency, µM (top dose mostly 57.1 µM), without a hit: top-dose activity change, negative = inhibition; 71,000 compounds, 2% hits; AID 596;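 also: % is scaled to controls: 0 for no effect and ±100 for the full control effect; actives lower thioflavin S fluorescence by blocking filaments or displacing dye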
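Recombinant tau protein (human, 1 uM final) plus 30 uM ODS in HEPES pH 7.4 with NaCl, DTT and thioflavine S. Compound present from the start; fluorescence at 510 nm after 15 h, 37 C.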
Caspase-1 inhib: caspase-1 (human) inhibition, allosteric or competitive; P29466; Caspase-1 enzyme, Ac-WEHD-AFC fluorogenic rate; Potency, µM (series often up to 57.5 µM), for the others: at the highest dose activity change, negative = inhibition, most hits filed as inhibitors; 75,000 compounds, 0.03% hits; AID 900;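 also: plate controls were vehicle for no effect and no substrate for full effect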
HEK293 cAMP cs: parental HEK293 cAMP activation (counter-screen); Potency, µM (titrated, usually from 57.1 µM), inactives show top-dose activation, most hits filed as activators; 73,000 compounds, 2.5% hits; parental HEK293 CNG cAMP sensor, membrane potential fluorescence; also: % of control where 0% means no effect; nearly all actives have a fitted effect of over 55% in size
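Counterscreen for endogenous-receptor signalling: CNG-channel HEK 293 cells report cAMP rise by membrane depolarization. After 60 min dye equilibration with 100 uM RO 20-1724, compounds incubated 30 min before bottom-read fluorescence at 590 nm.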
Caspase-7 inhib: blocks human caspase-7 allosterically or competitively | P55210 | recombinant caspase-7, Ac-DEVD-AFC fluorescence rate | Potency, µM (series often up to 57.5 µM), without a hit: top-dose activity change, negative = inhibition, hits mostly inhibitors | 75,000 compounds, 0.02% hits; active = well fitted inhibition curve with a large enough effect in the main read-out, with a control signal flat, not every such curve was filed as active; inconclusive = small, poorly fitted or top-dose-only effect, or a change in a side signal; also: % of control where 0% means no effect
ERK AVP block: inhibitors of vasopressin-stimulated ERK signaling pathway | 72,000 compounds, 0.99% hits | Potency, µM (series often up to 57.5 µM), for inactives: at the highest dose activity, negative = inhibition, hits mostly inhibitors | HEK293-V1b, vasopressin-stimulated pERK AlphaScreen; also: % is scaled to controls: 0 for no effect and ±100 for the full control effect; nearly all actives have a fitted effect of over 55% in size
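HEK293 cells stably expressing V1b receptor, seeded overnight in 1% FBS, were treated with compounds for 30 min at 37C, then stimulated 5 min with 25 nM vasopressin; phospho-ERK read by AlphaScreen SureFire after lysis.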
Numbers without * were called inactive; ? = inconclusive; . = no result given; & = joins results of further samples; [ ] = another dose, or the depositor's remark. Unless noted, calls follow the shape of the dose curve; as a rule, active = well fitted curve in the direction sought with a large enough effect; inconclusive = small, poorly fitted or top-dose-only effect, or another doubt; inactive = no such curve, though single readings can be large; an effect the other way counts as inactive or inconclusive. Potency is read from the fitted curve at half-maximal effect.

Values run as follows: Tau fil binding, Caspase-1 inhib, HEK293 cAMP cs, Caspase-7 inhib, ERK AVP block
CC(C(=O)O)C1CCC2C3CC=C4CC(O)CC[C@@]4(C)C3CC[C@]12C (stereo partly specified)
→ ., -3%, ., 2%, 12%
OC[C@H]1O[C@@H](n2cnc3c(NCc4ccccc4)ncnc32)[C@H](O)[C@@H]1O
→ ., -1%, ., 0%, 1%
Nc1nc2c(ncn2C2OC(CO)CC2O)c(=O)[nH]1 (stereo unspecified)
→ ., 1%, ., 0%, 8%
CC(CCC(=O)O)C1CCC2C3CC[C@@H]4CCCC[C@@]4(C)C3CC[C@@]12C (stereo partly specified)
→ ., -2%, ., -4%, 4%
c1ccc(C2[C@H]3CN(Cc4cccnc4)[C@H](c4ccccc4)C34CC2(c2ccccc2)C4)cc1 (stereo partly specified)
→ ., 1%, ., -1%, -8%
COC(=O)c1ccc(C23CC4(C2)[C@H](CN(CC2CCCCC2)[C@@H]4c2ccccc2)C3c2ccc(C(F)(F)F)cc2)cc1 (stereo partly specified)
→ ., -1%, ., -1%, -10%
CCC(C(=O)C(C)C(O)C(C)CCc1ccc(C)c(O)c1C(=O)O)C1OC(CC)(C2CC[C@@](O)(CC)C(C)O2)CC1C (stereo partly specified)
→ ., -3%, ., -11%, -7%
CC[C@H](CC[C@@H](C)C1CC[C@H]2[C@@H]3CC=C4C[C@@H](O)CC[C@]4(C)[C@H]3CC[C@]12C)C(C)C (stereo partly specified)
→ ., -3%, ., 2%, 0%
COC(=O)c1ccc(C23CC4(C2)[C@H](CN(Cc2cccnc2)[C@@H]4c2ccccc2)C3c2ccccc2)cc1 (stereo partly specified)
→ ., -9%, ., -4%, -3%
O=C(NCO)c1cccnc1
→ ., -5%, ., 1%, -7%
N#Cc1ccc(C23CC4(C2)[C@H](CN(Cc2ccc(-c5ccccc5)cc2)[C@@H]4c2ccccc2)C3c2ccc(Cl)nc2)cc1 (stereo partly specified)
→ ., 3%, ., 0%, -2%
Cc1cc(O)c(C=O)c2c1C(=O)Oc1c(C)c(O)c3c(c1O2)C(O)OC3=O (stereo unspecified)
→ ., ?, ., -2%, -13%
CCCCCCOc1ccccc1C(N)=O
→ ., 2%, ., -2%, -11%
FC(F)(F)c1ccc(CN2C[C@@H]3C(c4ccccc4)C4(c5ccccc5)CC3(C4)[C@H]2c2ccccc2)cc1 (stereo partly specified)
→ ., 3%, ., -1%, -19%
CC(=O)OC1CC2C(C)(C)C(O)CC(O)[C@@]2(C)C2CC[C@@]3(C)C(=CC(=O)OC3c3ccoc3)[C@]12C (stereo partly specified)
→ ., 0%, ., 0%, 54%[activator]
Nc1ncnc2nc(-c3ccc(N4CCOCC4)nc3)cc(-c3cccc(Br)c3)c12
→ ., ., ?, ?, -26%
Cc1cc(=O)oc2cc(O)cc(O)c12
→ 13%, ., 12%, ?, -13%
Cc1c(O)ccc2c1OCO2
→ ., -2%[11.5 µM], -2%[11.4 µM], -2%[11.5 µM], 2%[11.5 µM]
C=CCOC(=O)C(C(C)=O)C(NC(=O)OC)c1ccc2ccccc2c1 (stereo unspecified)
→ ., 3%[11.5 µM], 3%[11.4 µM], 2%[11.5 µM], 28%[11.5 µM]
C=CCOC(=O)C(C(C)=O)C(NC(=O)OC)c1ccc(Cl)cc1 (stereo unspecified)
→ ., 1%[11.5 µM], 13%[11.4 µM], 0%[11.5 µM], -1%[11.5 µM]
CCN1C(C)=C(C(=O)OC)C(c2ccccc2)N2C(=O)[C@](O)(C(=O)OC)C(c3ccccc3)C(C(=O)c3ccccc3)=C12 (stereo partly specified)
→ ., -1%[11.5 µM], 4µM*, -4%[11.5 µM], -4%[11.5 µM]
COC(=O)NC(/C(C(=O)OC)=C(\C)NCc1ccccc1)c1cccs1 (stereo unspecified)
→ ., 0%[11.5 µM], ?, 4%[11.5 µM], 32%[11.5 µM]
C=CC(=O)c1ccc2ccccc2c1
→ ., -2%, 9%, -1%, 10µM*
CC(C)(C)c1ccc(OC2C(O)COC2/C=C/C#Cc2ccccc2)cc1 (stereo unspecified)
→ ., -3%&-2%[11.5 µM], 6%&8%[11.4 µM], -6%&-8%[11.5 µM], 21%&7%[11.5 µM]
CCCCCCC#CC1C=CC(OC(C)=O)C(COC(C)=O)O1 (stereo unspecified)
→ ., -1%[11.5 µM], -1%[11.4 µM], -2%[11.5 µM], 1%[11.5 µM]
COC(=O)C/C=C1\c2ccccc2C(OC)C1C (stereo unspecified)
→ ., 2%[11.5 µM], 12%[11.4 µM], 1%[11.5 µM], 13%[11.5 µM]
COC(=O)C1=C(C)N(Cc2ccccc2)[C@]23O[C@](C(=O)OC)(C(=O)N2C1c1ccccc1)C1C(=O)N(C)C(=O)C13 (stereo partly specified)
→ ., -2%&-1%[11.5 µM], 2%&5%[11.4 µM], 2%&-4%[11.5 µM], -7%&5%[11.5 µM]
Cc1ccccc1OC1C=CC(c2ccccc2)OC1CO (stereo unspecified)
→ ., -4%[11.5 µM], -1%[11.4 µM], 1%[11.5 µM], 31%[11.5 µM]
O=C(Nc1cc(NC(=O)c2ccccc2)c(C(=O)O)cc1C(=O)O)c1ccccc1
→ ., 1%, 3%, -1%, 12%
CC(=O)c1ccc(OC2C=CC(C#Cc3ccc(Br)cc3)OC2CO)cc1 (stereo unspecified)
→ ., -1%[11.5 µM], 11%[11.4 µM], 0%[11.5 µM], 10%[11.5 µM]
CCCCCCC1=Cc2cc(OC)c(OC)cc2C(C(C(C)=O)C(=O)OCC)O1 (stereo unspecified)
→ ., -2%[11.5 µM], 16%[11.4 µM], 0%[11.5 µM], 23%[11.5 µM]
CCN1C(C)=C(C(=O)OC)C(c2ccccc2)N2C(=O)[C@](O)(C(=O)OC)C(c3ccccc3)C(C(C)=O)=C12 (stereo partly specified)
→ ., 0%[11.5 µM], 7%[11.4 µM], 0%[11.5 µM], -7%[11.5 µM]
[C-]#[N+]/C(C#N)=C\c1cc(C(C)(C)C)c(O)c(C(C)(C)C)c1
→ ., 2%, 2.5µM*, -4%, ?
COC(=O)C1=C(C)N(Cc2ccccc2)[C@]23O[C@](C(=O)OC)(C(=O)N2C1c1ccccc1)C1C(=O)N(c2ccccc2)C(=O)C13 (stereo partly specified)
→ ., -1%&-2%[11.5 µM], -4%&8%[11.4 µM], -5%&-3%[11.5 µM], -5%&20%[11.5 µM]
C/C=C/OC(=O)NC(c1ccccc1)[C@]1(C(C)=O)CCCC1=O (stereo partly specified)
→ ., 2%[11.5 µM], 0%[11.4 µM], 1%[11.5 µM], 28%[11.5 µM]
CN1C(=O)C(Cc2c[nH]c3ccccc23)NC1=S (stereo unspecified)
→ ., -2%, -6%, -1%, -16%
CCN1C(C)=C(C(=O)OC)C(c2ccccc2)N2C(=O)[C@](O)(C(=O)OC)CC(C(C)=O)=C12 (stereo partly specified)
→ ., -2%[11.5 µM], -1%[11.4 µM], 1%[11.5 µM], 17%[11.5 µM]
COC(=O)C1=C(C)N(Cc2ccccc2)C2=C(C(=O)c3ccccc3)C(c3ccccc3)[C@@](O)(C(=O)OC)C(=O)N2C1c1ccccc1 (stereo partly specified)
→ ., ?, 2%&17%[11.4 µM], ?, -3%&21%[11.5 µM]
CCOC(=O)OCC1C=C[C@H](c2cc(-c3ccccc3)ccc2O)C(c2ccc(C(C)=O)cc2)O1 (stereo partly specified)
→ ., -3%[11.5 µM], -4%[11.4 µM], -1%[11.5 µM], 5%[11.5 µM]
Nc1nc(-c2ccc(Cl)c(Cl)c2)c(-c2ccncc2)s1
→ ., ?, 6%, -25%, -20%

One compound at a time (already shown):
Entry for CC(=O)c1ccc(OC2C=CC(C#Cc3ccc(Br)cc3)OC2CO)cc1 (stereo unspecified) = Tau fil binding: .; Caspase-1 inhib: -1%[11.5 µM]; HEK293 cAMP cs: 11%[11.4 µM]; Caspase-7 inhib: 0%[11.5 µM]; ERK AVP block: 10%[11.5 µM]
Entry for COC(=O)C1=C(C)N(Cc2ccccc2)[C@]23O[C@](C(=O)OC)(C(=O)N2C1c1ccccc1)C1C(=O)N(c2ccccc2)C(=O)C13 (stereo partly specified) = Tau fil binding: .; Caspase-1 inhib: -1%&-2%[11.5 µM]; HEK293 cAMP cs: -4%&8%[11.4 µM]; Caspase-7 inhib: -5%&-3%[11.5 µM]; ERK AVP block: -5%&20%[11.5 µM]
Entry for CN1C(=O)C(Cc2c[nH]c3ccccc23)NC1=S (stereo unspecified) = Tau fil binding: .; Caspase-1 inhib: -2%; HEK293 cAMP cs: -6%; Caspase-7 inhib: -1%; ERK AVP block: -16%

Additional structures.
Values run as follows: Tau fil binding, Caspase-1 inhib, HEK293 cAMP cs, Caspase-7 inhib, ERK AVP block
CC1CCC2C(=O)N3C(CCC(C)[C@@H]3c3cccc(N4CCOCC4)c3)C(=O)N2C1c1cccc(N2CCOCC2)c1 (stereo partly specified)
→ ., -2%[11.5 µM], 2%[11.4 µM], -1%[11.5 µM], 26%[11.5 µM]
COC(=O)NC(c1cccc(C)c1)C(C(C)=O)C(=O)OC (stereo unspecified)
→ ., -8%[11.5 µM], 3%[11.4 µM], 3%[11.5 µM], 10%[11.5 µM]
CC(=O)OCC1OC(C#Cc2ccc(F)cc2F)C=CC1OC(C)=O (stereo unspecified)
→ ., -1%[11.5 µM], 14%[11.4 µM], -2%[11.5 µM], 16%[11.5 µM]
COC(C(C)/C=C/CC(=O)OCCCc1ccccc1)C1CCCCC1 (stereo unspecified)
→ ., 0%[11.5 µM], 11%[11.4 µM], 2%[11.5 µM], 10%[11.5 µM]

An excerpt. The share of hits here may be higher or lower than overall.
